RGS4 pot = RGS4 potentiation or activation; HEK293 M3R/inducible RGS4, carbachol calcium flux Fluo4; active compounds read low; B-score at 10 µM; 0.92% of 310,000 active; AID 463111;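 active means B-score of the integrated calcium signal more than 4 SD below the library mean, with starting fluorescence not abnormally high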;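 further: negative B-score means reduced calcium response which marks RGS4 activation or potentiation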
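System: HEK293 FlpIn-TREx cells, stable M3R, doxycycline-inducible RGS4. Timing: overnight RGS4 induction, 30 min dye load 37 °C, 20 min compound RT. Also added: carbachol, ECmax concentration. Measured by: Fluo4 fluorescence kinetic imaging of calcium. Evaluation: integrated calcium ratio converted to B score.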
KCNK9 inh = blocks the human KCNK9 two-pore domain potassium channel; Q9NPC2; HEK293 KCNK9, FluxOR thallium flux fluorescence; active compounds read low; B-score at 10 µM; 1.2% of 310,000 active; AID 488922;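 active means ratio B-score over 3 SD below the library mean, with starting fluorescence within 5 SD of its mean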;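 further: negative B-score means less thallium flux so channel inhibition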
RGS4 inh = inhibitors of human RGS4. P49798. HEK293 M3R/RGS4 inducible, Fluo-4 calcium flux; active compounds read high; triggered by carbachol at its EC20. B-score at 10 µM. 0.45% of 310,000 active;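 active means B-score, a plate-corrected calcium signal, over three deviations above library mean, with baseline fluorescence within five deviations of library mean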;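 further: RGS4 expression induced by doxycycline in cells with stable M3 receptor; B-score is computed from the integrated fluorescence ratio over baseline after carbachol; higher B-score means a larger calcium signal and so more RGS4 inhibition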
ANO1 block = inhibitors of mouse TMEM16A calcium-activated chloride channel | 1.2% of 310,000 active | HEK293 TMEM16A/YFP iodide influx fluorescence, ionomycin | normalized B-score (activity score, 25-100; higher = stronger inhibition) at 10 µM | Q8BHY3;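 active means ratio plate-corrected score three or more library SD toward inhibition, starting fluorescence score within five deviations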;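 further: score derived from kinetic fluorescence span divided by baseline fluorescence per well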
KCNQ1 act = human KCNQ1 channel potentiation or activation. P51787. CHO-K1 KCNQ1, thallium flux FluxOR fluorescence; active compounds read high. 0.35% of 310,000 active. AID 2648. B-score at 10 µM;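 active means fluorescence ratio B-score, a plate-corrected score, at least three library SD, with initial intensity B-score within 5 SD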
Target sequence (P51787 whole entry, looked up): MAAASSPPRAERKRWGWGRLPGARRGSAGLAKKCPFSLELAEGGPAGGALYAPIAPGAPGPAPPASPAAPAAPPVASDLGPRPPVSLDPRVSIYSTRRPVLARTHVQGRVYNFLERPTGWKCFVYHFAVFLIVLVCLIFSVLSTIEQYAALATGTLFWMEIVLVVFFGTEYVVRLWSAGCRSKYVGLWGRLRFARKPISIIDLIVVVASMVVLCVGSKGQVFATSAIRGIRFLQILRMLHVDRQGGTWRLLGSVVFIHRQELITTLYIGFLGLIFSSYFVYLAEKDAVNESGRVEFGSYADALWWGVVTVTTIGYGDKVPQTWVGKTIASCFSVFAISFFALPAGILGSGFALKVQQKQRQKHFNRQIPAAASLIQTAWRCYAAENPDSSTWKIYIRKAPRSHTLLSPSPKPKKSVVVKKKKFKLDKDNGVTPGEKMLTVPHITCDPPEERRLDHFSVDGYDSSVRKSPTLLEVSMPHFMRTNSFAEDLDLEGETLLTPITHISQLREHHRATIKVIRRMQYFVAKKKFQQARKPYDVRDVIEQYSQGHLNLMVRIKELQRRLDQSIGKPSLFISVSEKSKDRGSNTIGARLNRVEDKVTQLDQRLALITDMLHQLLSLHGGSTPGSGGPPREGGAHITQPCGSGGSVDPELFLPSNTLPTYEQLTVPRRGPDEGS
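System: Stable KCNQ1 CHO-K1 line | Incubation: 90 min dye loading and 20 min compound exposure, both at room temperature | Measure: Ratio B score | Medium: Assay buffer for compound exposure, DMSO matched across wells | Compound dosing: Single-concentration screen | Probe or stimulus: K+/Tl+ depolarizing stimulus | Measured by: Kinetic FluxOR fluorescence, 10 s baseline plus 110 s post-stimulus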
hERG rescue = shields human hERG channel from block by proarrhythmic agents; CHO-hERG, FluxOR thallium flux, dofetilide IC70 present; AID 1511; activation (rescue from dofetilide block), less the hit threshold, % at 10 µM; Q12809; 0.51% of 310,000 active;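 active means activation above the mean of controls blocked by dofetilide plus 5 SD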;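 further: thallium influx through hERG after potassium depolarization seen as dye fluorescence rise; in these data hits start at about 4.7%; inactives centre near -7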
KCNK3 block = human KCNK3 channel inhibition, primary screen. O14649. CHO-KCNK3 thallium flux, FluxOR fluorescence; active compounds read low. B-score at 10 µM. 0.84% of 340,000 active;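 active means B-score under library mean minus 4 SD, starting fluorescence ratio at most library mean plus 5 SD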;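 further: more negative B-score means stronger inhibition of thallium flux through KCNK3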
KCNQ1 block = human KCNQ1 channel inhibition; P51787; B-score at 10 µM; CHO-K1 KCNQ1, FluxOR thallium flux fluorescence; active compounds read high; 1.3% of 310,000 active;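 active means compounds whose thallium flux B-score, printed positive for inhibition, exceeds three library SD while starting fluorescence stays within three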;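 further: channel opened by potassium depolarization with thallium stimulus after 20 min compound exposure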
HDAC3 inh = inhibitors of human histone deacetylase 3; inhibition, % at 8.3 µM; 0.15% of 320,000 active; recombinant HDAC3, fluorogenic peptide/trypsin coupled, fluorescence; AID 2718; in the data active means inhibition above about 26%, passing the limit was not always enough
Target sequence (O15379 whole entry, looked up): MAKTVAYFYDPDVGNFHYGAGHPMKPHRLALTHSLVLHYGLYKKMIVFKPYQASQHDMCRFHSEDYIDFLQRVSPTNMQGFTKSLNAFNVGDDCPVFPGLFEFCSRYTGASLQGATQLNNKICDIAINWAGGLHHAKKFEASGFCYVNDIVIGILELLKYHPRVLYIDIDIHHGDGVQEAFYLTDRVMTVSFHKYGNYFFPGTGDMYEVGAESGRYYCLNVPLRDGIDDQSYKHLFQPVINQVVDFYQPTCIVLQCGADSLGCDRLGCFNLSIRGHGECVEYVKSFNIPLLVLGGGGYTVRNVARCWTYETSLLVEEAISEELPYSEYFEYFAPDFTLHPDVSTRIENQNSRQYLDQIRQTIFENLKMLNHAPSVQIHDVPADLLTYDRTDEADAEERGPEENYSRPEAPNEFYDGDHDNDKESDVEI
SKKanGAS inh = SKKanGAS growth inhibition; S. pyogenes SKKanGAS, kanamycin growth, BacTiter-Glo, 6 h; inhibition, % at 7.5 µM; 1.3% of 300,000 active;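 active means mean replicate score, as percent of positive control median, at least 50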;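 further: strain carries kanamycin resistance gene driven by streptokinase promoter and grows in 40 µg/ml kanamycin; loss of luminescence reflects streptokinase promoter inhibition or plain growth inhibition; 0% = median of DMSO wells and 100% = positive control at its reference dose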
ANO1 activ = activators or potentiators of mouse TMEM16A chloride channel; Q8BHY3; HEK293 TMEM16A/YFP-H148Q/I152L, iodide quench fluorescence; active compounds read low; B-score at 10 µM; 0.3% of 340,000 active;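 active means fluorescence-ratio B-score plate-corrected deviation score at least 3 library SD below zero, with starting fluorescence score within 5 deviations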;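 further: channel opened by trigger with iodide after compound preincubation; score built on the fluorescence ratio of max minus min over baseline; more negative score means more quench and so TMEM16A activation or potentiation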
Active calls of the source: *; i = inactive; · = not tested or not shown.

SMILES | RGS4 pot | KCNK9 inh | RGS4 inh | ANO1 block | KCNQ1 act | hERG rescue | KCNK3 block | KCNQ1 block | HDAC3 inh | SKKanGAS inh | ANO1 activ
CCc1ccc(NC(=O)CSC2=C(C#N)C(c3ccc4c(c3)OCO4)CC(=O)N2)cc1 (configuration not stated) | i | i | i | i | i | -3.9 | i | i | 0.4 | -4.8 | i
CCOC(=O)NC(=O)/C(C#N)=C\Nc1ccc(Cl)cc1Cl | i | i | i | i | i | -8.9 | i | i | 4.0 | 9.3 | i
O=S(=O)(Cc1ccccc1)N1CCNCC1 | i | i | i | i | i | 2.0 | i | i | 0.1 | -1.7 | i
Cc1cc(C)c(C#N)c(N2CCCC2)n1 | i | i | i | i | i | -2.4 | i | i | -6.4 | -12.3 | i
Cc1ccc(Oc2nc3ccccn3c(=O)c2/C=C(\C#N)C(=O)NC2CCS(=O)(=O)C2)cc1 (configuration not stated) | i | i | i | i | i | -14.5 | i | i | 1.8 | 14.6 | i
O=C(CCCN1C(=O)c2ccccc2C1=O)NCc1ccc(F)cc1 | i | i | i | i | i | -8.4 | i | i | -1.2 | 4.6 | i
CCOC(=O)N1CCN(c2ccc(Cl)cc2)CC1 | i | i | i | i | i | -3.9 | i | i | 2.7 | 2.4 | i
COc1ccc(F)cc1C(=O)C1CCCN(C(=O)c2ccccc2N(C)C)C1 (configuration not stated) | i | i | i | i | i | -5.3 | i | i | 0.3 | -0.5 | i
CC1CCC(C(=O)NNC(=O)c2cc(-c3ccco3)[nH]n2)CC1 (configuration not stated) | i | i | i | i | i | -22.9 | i | i | -2.2 | -8.3 | i
N=c1sccn1CC(=O)Nc1cccc2ccccc12 | i | i | i | i | i | -8.1 | i | i | -2.8 | -14.4 | i
CCn1c(SC(C)C(=O)NC2CCCc3ccccc32)nnc1-c1cccs1 (configuration not stated) | i | i | i | i | i | -6.2 | i | i | -1.5 | 7.2 | i
COc1cc(NC(=O)CSc2nc3ccccc3n2-c2ccccc2)c(C)cc1[N+](=O)[O-] | i | i | i | i | i | -8.1 | i | i | -1.7 | 8.8 | i
COc1ccc(CCC(=O)OCC(=O)N(CC(C)C)c2c(N)n(Cc3ccccc3)c(=O)[nH]c2=O)cc1 | i | i | i | i | i | -9.5 | i | i | 2.1 | -11.4 | i
COc1cc(C2=NOC(C(=O)N3CCCc4ccccc43)C2)cc(OC)c1OC (configuration not stated) | i | i | i | i | i | -17.6 | i | i | 11.0 | 1.1 | i
COc1ccccc1N1CCN(C(=O)CSc2nc(-c3ccco3)cc(C(F)(F)F)n2)CC1 | i | i | i | i | i | -10.2 | i | i | 9.9 | -0.1 | i
CCCCN(C)C(=O)c1c[nH]c2ccc(S(=O)(=O)N3CCOCC3)cc2c1=O | i | i | i | i | i | -3.3 | i | i | · | -0.6 | i
COc1cc(OC)cc(C(=O)Nn2cc(C(=O)N3CCN(C)CC3)c3ccccc3c2=O)c1 | i | i | i | i | i | -7.1 | i | i | 2.1 | -3.8 | i
Cc1c(Cl)cccc1N(CC(=O)O)S(C)(=O)=O | i | i | i | i | i | -8.4 | i | i | -2.5 | -1.4 | i
CC1(C)Cc2nc3oc4c(SCC(N)=O)ncnc4c3cc2CO1 | i | i | i | i | i | -7.3 | i | i | -2.5 | -2.7 | i
Cc1cc(C(=O)NCc2cccs2)n(-c2ccccc2)n1 | i | i | i | i | i | -6.7 | i | i | 2.8 | -3.7 | i
O=C1CCCN1c1nccs1 | i | i | i | i | i | -4.5 | i | i | 1.6 | -2.9 | i
CN(C)CCCNCCCNC(=O)/C(=N\O)c1ccccc1 | i | i | i | i | i | -3.4 | i | i | -2.2 | -1.3 | i
CC(=O)Nc1cccc(NC(=O)CSc2nc3c(c(=O)n(C)c(=O)n3C)n2C)c1 | i | i | i | i | i | -2.7 | i | i | 7.5 | -1.8 | i
O=C(NNC(=S)Nc1ccc(F)c(Cl)c1)C1CC1 | i | i | i | i | i | -2.1 | i | i | 9.5 | -6.3 | i
CC(C)(C)c1nnc2sc(SCC(=O)c3cccs3)nn2c1=O | i | i | i | i | i | -2.6 | i | i | 5.3 | 2.5 | i
CN(CC(=O)Nc1c(Cl)cccc1Cl)C(=O)C1CCN(C(=O)Nc2ccccc2)CC1 | i | i | i | i | i | -12.3 | i | i | 2.6 | 4.1 | i
CCN(CC)CCCCCC(=O)Nc1ccccc1C(=O)Nc1ccccc1 | i | i | i | i | i | -0.2 | i | i | 5.3 | -4.7 | i
CCOc1ccc(C(C(=O)NCC2CCCO2)N(Cc2cccc(OC)c2)C(=O)c2snc(C(N)=O)c2N)cc1 (configuration not stated) | i | i | i | i | i | -4.0 | i | i | 2.4 | -1.8 | i
FC(F)(F)c1cc(-c2cccs2)nc2cc(-c3cccs3)nn12 | i | i | i | i | i | -1.5 | i | 6* | 0.0 | -2.1 | i
COc1ccc(C2=NOC(C(=O)N3CCN(c4ccccc4OC)CC3)C2)cc1 (configuration not stated) | i | i | i | i | i | -9.0 | i | i | 2.7 | -4.1 | i
COc1ccc(-c2cnnc(N/N=C/c3c(C)nn(-c4ccccc4)c3Cl)n2)cc1 | i | i | i | i | i | -4.8 | i | i | -3.1 | 2.2 | i
Cc1ccc(S(=O)(=O)N2CCC(C(=O)OCC(=O)N3CC(=O)Nc4ccccc43)CC2)cc1 | i | i | i | i | i | -19.0 | i | i | -5.6 | -0.1 | i
Cc1nc2nc(C)c(CCC(=O)N3CCN(c4ccccn4)CC3)c(C)n2n1 | i | i | i | i | i | -10.2 | i | i | -0.3 | 0.6 | i
O=C(Nc1nc2ccccc2s1)c1cc(-c2ccco2)nc2ccccc12 | i | i | i | i | i | -12.6 | i | i | -3.5 | 35.7 | i
CCC(CC)C(=O)N1c2ccc(F)cc2CCC1C (configuration not stated) | i | i | i | i | i | -9.9 | i | i | -3.1 | 2.3 | ·
O=C(Nc1ccccc1C(=O)N1CCCC1)C1COc2ccccc2O1 (configuration not stated) | i | i | i | i | i | -11.4 | i | i | 0.8 | 0.6 | i
COc1ccc(OCCCC(=O)NC(C)c2ccccc2)cc1 (configuration not stated) | i | i | i | i | i | -2.7 | i | i | -2.9 | -3.7 | i
Cc1cc(-c2nnc(SCC(=O)Nc3ccc(C)c(C)c3)n2N)n[nH]1 | i | i | i | i | i | -4.7 | i | i | 0.1 | 1.6 | i
c1ccc(-c2nnsc2-c2nc3ccccc3[nH]2)cc1 | i | i | i | · | i | -3.7 | i | i | · | 20.1 | i
CCCCCc1nnc(NC(=O)c2ccc(N3CCCC3=O)cc2)s1 | i | i | i | i | i | -15.0 | i | i | -0.7 | 3.6 | i
CCN(CC(=O)NC1CCCC1)S(=O)(=O)c1ccc(Br)cc1 | i | i | i | i | i | -8.1 | i | i | 6.2 | 4.6 | i
COc1ccc([N+](=O)[O-])cc1NC(=O)C(C)N1CCCC1 (configuration not stated) | i | i | i | i | i | -8.1 | i | i | -0.4 | -2.0 | i
Cc1noc(C)c1S(=O)(=O)N1CCN(S(=O)(=O)c2ccccc2C#N)CC1 | i | i | i | i | i | -7.2 | i | i | 0.8 | -1.1 | i
Cc1ccc(S(=O)(=O)Nc2cccc(C(=O)N3CCOCC3)c2)cc1 | i | i | i | i | i | -8.9 | i | i | 7.5 | -4.6 | i
O=C(CSc1nnnn1C1CCCC1)NCc1cccs1 | i | i | i | i | i | -11.3 | i | i | -1.3 | -12.8 | i
COc1ccc(C/C(C)=N/NC(=S)Nc2ccc(Cl)cc2)cc1 | i | i | i | i | i | -8.3 | i | i | 1.7 | 0.8 | i
Cc1ccc(NC(=O)CN(C)S(=O)(=O)c2ccc3c(c2)n(C)c(=O)c(=O)n3C)c(C)c1 | i | i | i | i | i | -11.2 | i | i | -0.7 | 2.9 | i
CC(=O)Nc1ccc(S(=O)(=O)N2CCC(C(=O)N[C@@H](Cc3ccccc3)C(=O)O)CC2)cc1 | i | i | i | i | i | -12.7 | i | i | -0.1 | -1.6 | i
C=CCNCCOc1c(C)cc(C)cc1Cl | i | i | i | i | i | -8.2 | i | i | 5.5 | 1.2 | i
CCC(C)(C)NC(=O)CN(Cc1cccs1)C(=O)C(=O)Nc1ccc2c(c1)OCCO2 | i | i | i | i | i | -9.8 | i | i | 5.1 | -3.9 | i

Remaining list, next part
SMILES | RGS4 pot | KCNK9 inh | RGS4 inh | ANO1 block | KCNQ1 act | hERG rescue | KCNK3 block | KCNQ1 block | HDAC3 inh | SKKanGAS inh | ANO1 activ
O=C(/C=C/c1c[nH]c2ccccc12)c1cccc2ccccc12 | i | i | i | i | i | -5.0 | i | i | 5.5 | 28.3 | i
Cc1ccc(N2C(=O)CC(C3CCCO3)C2=O)cc1 (configuration not stated) | i | i | i | i | i | -0.5 | i | i | -4.8 | -12.0 | i
CCN(C(=O)CN1CCN(Cc2ccccc2)CC1)c1c(N)n(Cc2ccccc2)c(=O)[nH]c1=O | i | i | i | i | i | -8.1 | i | i | -9.9 | 0.9 | i
CC(OC(=O)c1ccc(-c2ccc(O)cc2)cc1)C(=O)NC1CCCCC1C (configuration not stated) | i | i | i | i | i | -5.7 | i | i | 2.5 | 0.7 | i
CCCOC1CCCN(C(=O)CCc2nnc(CCCCc3ccccc3)o2)C1 (configuration not stated) | i | i | i | i | i | -7.3 | i | i | 4.9 | -2.1 | i
Cc1ccc(S(=O)(=O)C2C(=O)N(C)C3(C)CC2c2ccccc2O3)cc1 (configuration not stated) | i | i | i | i | i | -4.6 | i | i | -0.9 | -2.8 | i
Cc1cccc(C)c1C(OCCN(C)C)C1CCCCC1 (configuration not stated) | -7.41* | i | i | i | i | -8.9 | i | i | -0.3 | -3.9 | i
CCCC(=O)Nc1ccc2c(c1)C(=O)NC2=O | i | i | i | i | i | 1.1 | i | i | -10.9 | -3.9 | i
Cc1ccc(S(=O)(=O)N2CCCCC2)cc1NC(=O)CCOc1ccccc1 | i | i | i | i | i | -4.2 | i | i | -1.9 | -4.8 | i
Cc1ccccc1N=C1SC(CC(=O)Nc2ccc3ccccc3c2)C(=O)N1Cc1ccccn1 (configuration not stated) | i | i | i | i | i | -4.7 | i | i | -2.6 | 34.1 | i
CC1CCCN(CCOc2ccc3ccccc3c2Br)C1 (configuration not stated) | i | i | i | i | i | -24.6 | i | i | -0.4 | 1.9 | i
Cc1ccc(C(=O)c2cc([N+](=O)[O-])ccc2N2CCCCC2)cc1C | -7.59* | i | i | i | i | -1.2 | i | i | 10.3 | 9.8 | i
CC1CCC(NC(=O)c2nc(Cn3ccc([N+](=O)[O-])n3)no2)CC1 (configuration not stated) | i | i | i | i | i | -6.1 | i | i | 1.2 | 2.1 | i
